Bioassay records deposited in PubChem BioAssay by several laboratories.
GDH-TPI inh = counter-screen for M. tuberculosis FBA inhibitors: GDH-TPI coupled enzymes; GDH-TPI coupled enzyme counterscreen, NADH absorbance; inhibition, % at 4.8 µM; 1.2% of 360,000 active; in the data active means inhibition above about 30%;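 further: 0% = DMSO wells and 100% = wells lacking the enzyme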
FadD28 FP inh = M. tuberculosis FadD28 bisubstrate binding inhibition; inhibition, % at 12.5 µM; 0.22% of 360,000 active; FadD28 bisubstrate probe binding, fluorescence polarization; in the data active means inhibition above about 8.5%, passing the limit was not always enough; inconclusive means no clear call, values can overlap the other calls
UGM FP inh = Mtb UDP-galactopyranose mutase inhibition. 0.06% of 320,000 active. P9WIQ1. purified UGM, fluorescence polarization probe displacement. inhibition, % at 10 µM; in the data active means inhibition above about 10%, passing the limit was not always enough; inconclusive means no clear call, values can overlap the other calls
BoNT A protease = inhibitors of Botulinum neurotoxin A light chain protease | 0.17% of 360,000 active | multiplex microsphere protease substrate cleavage, flow cytometry | inhibition, % at 10 µM; further: plate controls were buffer without enzyme for full effect and enzyme alone for no effect
FBA Mtb inh = Mtb fructose-bisphosphate aldolase inhibition | AID 588726 | P9WQA3 | purified M. tuberculosis FBA, fluorescence read-out | 2.3% of 360,000 active | inhibition, % at 1 µM; in the data active means inhibition above about 27%;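 further: 0% = vehicle and 100% = reference inhibitor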
Anthrax LF inh2 = anthrax lethal factor protease inhibition; P15917; inhibition, % at 10 µM; 0.12% of 360,000 active; multiplex microsphere protease cleavage assay, LF; AID 588501; further: plate controls were buffer without enzyme for full effect and enzyme alone for no effect
Target sequence (P15917 whole entry, looked up): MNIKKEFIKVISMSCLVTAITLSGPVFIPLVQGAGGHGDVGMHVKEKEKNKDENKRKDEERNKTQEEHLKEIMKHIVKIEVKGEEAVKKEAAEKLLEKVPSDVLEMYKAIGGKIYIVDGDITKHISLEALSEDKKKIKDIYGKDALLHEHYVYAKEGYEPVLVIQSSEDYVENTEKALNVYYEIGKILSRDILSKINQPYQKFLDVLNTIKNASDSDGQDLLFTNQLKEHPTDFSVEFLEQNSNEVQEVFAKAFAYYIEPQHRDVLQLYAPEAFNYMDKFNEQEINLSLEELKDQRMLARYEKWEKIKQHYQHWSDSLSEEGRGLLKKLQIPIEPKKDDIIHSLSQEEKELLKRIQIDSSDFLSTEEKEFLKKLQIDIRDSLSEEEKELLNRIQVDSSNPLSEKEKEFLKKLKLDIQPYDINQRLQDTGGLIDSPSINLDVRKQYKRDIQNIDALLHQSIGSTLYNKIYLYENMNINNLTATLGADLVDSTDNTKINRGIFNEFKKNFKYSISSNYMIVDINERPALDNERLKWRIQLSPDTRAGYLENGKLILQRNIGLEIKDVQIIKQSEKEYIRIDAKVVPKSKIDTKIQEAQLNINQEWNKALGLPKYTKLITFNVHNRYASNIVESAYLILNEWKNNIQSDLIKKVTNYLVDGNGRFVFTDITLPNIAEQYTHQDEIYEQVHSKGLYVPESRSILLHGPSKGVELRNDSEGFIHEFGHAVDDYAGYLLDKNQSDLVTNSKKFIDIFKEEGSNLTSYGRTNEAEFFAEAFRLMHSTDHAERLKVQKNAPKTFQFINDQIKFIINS
Mtb BioA inh = BioA (M. tuberculosis) enzyme inhibition. purified M. tuberculosis BioA enzyme, plate reader. inhibition, % at 9.99 µM. 0.096% of 360,000 active; in the data active means inhibition above about 40%; inconclusive means no clear call, values can overlap the other calls
PfHsp40 rescue = rescue of PfHsp40-mediated yeast toxicity. S. cerevisiae expressing PfHsp40, growth rescue, ATP luminescence. growth rescue, % at 12.5 µM. 0.68% of 340,000 active; in the data active means growth rescue above about 28%, passing the limit was not always enough; inconclusive means no clear call, values can overlap the other calls;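 further: yeast W303a lacking pdr1 and pdr3 grown in galactose medium; growth measured after three days at 30 °C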
BoNT F protease = inhibitors of Botulinum neurotoxin F light chain protease | Multiplex microsphere protease cleavage assay, flow cytometry | inhibition, % at 10 µM | 0.22% of 360,000 active | AID 588497; in the data active means inhibition above about 35%, passing the limit was not always enough; inconclusive means no clear call, values can overlap the other calls; further: plate controls were buffer without enzyme for full effect and enzyme alone for no effect
* hit, by the source's call; u = inconclusive; x = not tested or not shown. Unless noted, no stated cut-off is given here; in the data, active means inhibition above about 30%; inconclusive means no clear call, values can overlap the other calls; inactive means below that. This is a random part of the collection. About 4.7% of those tested had a hit in this group.

SMILES | FadD28 FP inh | Anthrax LF inh2 | BoNT A protease | PfHsp40 rescue | Mtb BioA inh | FBA Mtb inh | UGM FP inh | BoNT F protease | GDH-TPI inh
CCCN(CC(=O)Nc1ccccc1C)C(=O)/C=C/c1ccc(OC)c(OC)c1 | 0.3 | -2 | 0.2 | x | 0.3 | 6 | x | -2 | 22
CCC(c1nnc(SCC(=O)NC23CC4CC(CC(C4)C2)C3)o1)N(C)C (configuration not stated) | -1.9 | 3 | 0.9 | 1.2 | 0.8 | 5 | 0.3 | 0 | -10
O=C(CSc1ncn(-c2ccccc2)n1)N1CCN(c2ccccc2)CC1 | -2.6 | 2 | 0.9 | 4.7 | 1.0 | 4 | 2.7 | 10 | -2
CCc1ccc(OCC(=O)Nc2ccc(N3CCN(C(=O)c4ccccc4)CC3)cc2)cc1 | -0.7 | 5 | 0.5 | 0.0 | -1.0 | 1 | 0.8 | 2 | -4
CC(C(=O)NCCN1CCOCC1)c1ccc([N+](=O)[O-])cc1 (configuration not stated) | -0.5 | -2 | -1.5 | -1.5 | x | 2 | 2.4 | -7 | 0
N=c1oc2ccccc2cc1-c1nc(-c2ccccc2)cs1 | -2.5 | 1 | 2.9 | -0.7 | -2.8 | 11 | 0.4 | 0 | 0
CN1C(=O)/C(=C/c2ccccc2OCc2cccc(F)c2)NC1=S | -0.8 | 4 | 3.8 | 1.0 | x | 4 | 0.6 | -5 | 11
CCCNC(=O)NC(=O)COC(=O)CNS(=O)(=O)/C=C/c1ccccc1 | -4.1 | -1 | 0.5 | -1.1 | x | -3 | -0.7 | 1 | -6
COc1ccc(/C=C/C(=O)Nc2ccccc2C(=O)O)cc1 | -3.0 | -1 | -0.8 | -0.3 | -0.1 | -2 | 2.7 | 5 | 20
CCN1C(=O)/C(=C2\SC(N3CCCCC3)=NC2=O)c2ccccc21 | 0.1 | -1 | -0.8 | 2.9 | -0.8 | -2 | 1.1 | -9 | 15
Oc1c(Cl)cc(Cl)c2c1NCCC2 | 2.4 | -2 | 0.0 | 87* | 1.1 | -1 | x | -18 | 3
Cc1nc2sc3c(c2c(=O)[nH]1)CCCC3 | -0.7 | 1 | 1.0 | -0.7 | -2.7 | -1 | -1.0 | -1 | 6
Cc1ccc(NC(=O)Nc2nnc(-c3ccccc3F)s2)cc1 | -2.7 | 8 | 1.0 | -0.4 | x | 3 | 1.8 | 7 | -1
Cc1cc(NNC(=O)c2ccccc2)nc(NNC(=O)c2ccccc2)n1 | -5.2 | -7 | 0.1 | -1.2 | x | -1 | -2.7 | 0 | -10
CCOC(=O)c1c(C)[nH]c(C(=O)COc2ccc3ccc(=O)oc3c2)c1C | -2.9 | 4 | 0.3 | 0.8 | -0.4 | 9 | 1.5 | 0 | 3
Cc1ccccc1Cn1nnc(-c2ccc(F)cc2)n1 | -1.1 | -19 | -3.8 | 1.9 | -2.7 | 2 | 1.9 | -13 | -5
Cc1cccc(NC(=O)[C@H](NC(=O)[C@@H]2Cc3ccccc3CN2)c2ccccc2)c1 | -4.1 | 2 | 2.0 | -0.8 | 1.1 | -6 | 2.1 | 2 | -10
CC(C)C(=O)Nc1cc(-c2nc3ncccc3o2)ccc1Cl | -4.9 | 0 | 3.7 | -0.2 | 0.1 | 6 | -0.9 | -8 | 6
O=C(NCc1ccco1)NC(=O)c1csc([N+](=O)[O-])c1 | 0.4 | 9 | -2.5 | -0.7 | -2.6 | 1 | 1.9 | u | 1
CCOC(=O)c1cc(-c2csc(COc3ccccc3Cl)n2)on1 | -1.8 | 2 | -4.7 | 0.0 | x | -2 | -3.9 | u | -12
Nc1cnccc1C(=O)O | 2.7 | -3 | -0.7 | -0.5 | -19 | 6 | 3.9 | -8 | 9
CC(NC(=O)c1ccc(C(F)(F)F)cc1)C(c1ccccc1)N1CCOCC1 (configuration not stated) | -1.2 | -4 | -0.5 | -1.6 | 0.1 | 1 | 2.3 | -1 | 2
O=C(NCCc1ccccc1)C(=O)NCC1OCCN1S(=O)(=O)c1ccc(Cl)cc1 (configuration not stated) | 1.1 | -1 | 0.4 | 1.2 | -2.4 | 3 | 1.9 | -3 | 3
O=C(COc1ccccc1F)NCCc1ccc2c(c1)OCCO2 | -3.1 | 3 | 0.0 | -0.6 | 2.0 | -2 | -0.6 | -2 | 5
CN(C)c1ccc(NC(=O)C2C3C=CC(C3)C2C(=O)O)cc1 (configuration not stated) | -1.2 | 0 | 4.1 | -1.9 | -1.3 | 7 | -2.7 | -2 | 13
COc1cccc(Nc2nc3ccccc3nc2NS(=O)(=O)c2ccc(NC(C)=O)cc2)c1 | 6.2 | 3 | 0.8 | 12 | 7.7 | 23 | 1.0 | 3 | 16
O=C(CSc1ccc2nnc(-c3cccnc3)n2n1)Nc1ccc(F)cc1F | -0.7 | 3 | 1.8 | -0.1 | -2.3 | 2 | -2.6 | 8 | 8
C=CCc1ccc(O)c(-c2ccc(O)c(CC=C)c2)c1 | -2.5 | -11 | -0.9 | 233* | 6.6 | -2 | 1.6 | 3 | -3
CCCCOc1ccc(Br)cc1/C(C)=N/NC1=NCCN1 | -6.3 | 2 | -0.5 | 0.7 | x | -1 | -2.1 | 0 | -5
COc1cc(C=O)ccc1OS(=O)(=O)c1ccccc1[N+](=O)[O-] | -1.8 | -3 | 0.2 | -1.5 | x | -1 | 3.3 | 1 | -6
c1ccc(-c2nn3c(Cn4nnc5ccccc54)nnc3s2)cc1 | -0.3 | 1 | -0.1 | -1.9 | -0.3 | 0 | 0.9 | -5 | 3
CCCN1C(=O)CC(=O)N=C1SCC(=O)Nc1ccccc1F | -3.3 | -7 | -1.0 | -0.3 | -0.6 | 0 | 4.7 | -8 | -4
CN(C(=O)Nc1cccc(C(F)(F)F)c1)C1CCCCC1 | -3.5 | 0 | 1.2 | -0.3 | -0.9 | 1 | 3.5 | -6 | 5
O=C(NCc1ccco1)C1CCCN1C(=O)NCc1ccccc1 (configuration not stated) | 0.5 | -7 | -0.6 | 1.1 | 0.1 | -1 | 1.5 | 3 | 10
N/C(=N\OC(=O)CCc1ccccc1)c1cccnc1 | -2.2 | 0 | 0.2 | 0.3 | x | -3 | 0.9 | 1 | 7
Cc1ccccc1OCC(=O)Nn1c(COc2ccccc2)nc2ccccc2c1=O | -0.2 | 3 | -0.1 | 1.1 | 3.8 | 3 | 0.4 | -1 | 14
Cc1cccc(-c2c3c(=O)n(C)c(=O)n(C)c3cn2C(C)C)c1 | -1.4 | -2 | -0.6 | -0.7 | 0.0 | 3 | -1.7 | -1 | 10
CC1CCC/C(=N\NC(=O)COc2ccc(Cl)cc2Cl)C1 (configuration not stated) | -3.9 | -6 | -2.2 | -1.1 | -1.6 | 0 | x | -21 | 5
COc1cccc(NS(=O)(=O)c2ccc3c(c2)N(C(C)=O)CCS3)c1 | -2.3 | -4 | 1.8 | -1.5 | -0.2 | 1 | 1.2 | 6 | 3
Cc1ccccc1C(=O)NC1CCN(Cc2nnnn2CCc2ccccc2)CC1 | 1.5 | -8 | 0.6 | -0.1 | 0.0 | -3 | -2.6 | -4 | 3
Cc1cccc(C=NOCCc2ccccc2)n1 | -1.0 | 1 | -0.4 | -1.0 | x | 0 | x | -5 | 4
CCc1nc2ccc(C(=O)NCc3cccs3)cn2c1N(C)Cc1nccs1 | 0.1 | -7 | 0.2 | x | 3.6 | -2 | x | 4 | 0
COc1cc(OC)c(CN2CCN(c3ccc(F)cc3)CC2)cc1Br | -0.1 | -7 | -0.3 | 0.0 | 0.4 | 1 | -0.3 | -10 | 18
COc1ccc(CCC(=O)Nc2ccccc2C(F)(F)F)cc1 | 0.6 | 1 | -0.2 | 1.1 | -1.3 | 5 | 0.6 | 1 | 4
CC(C)c1ccc(CC(=O)N2CCC2(C)C(=O)Nc2ccccc2)cc1 (configuration not stated) | -5.8 | -7 | 0.0 | x | 1.3 | -2 | x | -3 | 0
Cc1ccccc1N(CC(=O)N/N=C/c1cc(C)n(-c2ccccc2C)c1C)S(C)(=O)=O | -4.1 | -4 | -0.9 | 0.2 | -0.5 | 3 | 0.2 | -8 | 4
COc1ccc(S(=O)(=O)NC(C)C(=O)NCc2ccncc2)cc1C (configuration not stated) | 1.5 | 1 | -0.7 | -1.2 | -2.6 | 2 | -0.2 | -2 | -4
CSCC[C@H](NC(=O)c1cccc(S(=O)(=O)N2CCCCCC2)c1)c1nc2ccccc2[nH]1 | -4.4 | 5 | -0.6 | 1.0 | x | -2 | 1.3 | -10 | -3
Cn1nnnc1SCC(=O)Nc1cc(C(C)(C)C)nn1-c1ccccc1 | -2.8 | -2 | 0.9 | -0.4 | 0.5 | 3 | 0.6 | 16 | 11
Cc1ccc(-c2ccc(S(=O)(=O)NCc3ccco3)cc2)cc1 | -4.9 | -3 | -1.2 | -2.3 | x | -1 | 2.3 | 0 | -3
COc1cc(C(C#N)N2CCCCC2)ccc1O (configuration not stated) | -0.6 | 0 | -0.2 | -0.4 | 4.7 | -2 | -2.7 | -5 | 34*

Compounds shown so far that have an aryl methoxy group, in the order listed:
SMILES | FadD28 FP inh | Anthrax LF inh2 | BoNT A protease | PfHsp40 rescue | Mtb BioA inh | FBA Mtb inh | UGM FP inh | BoNT F protease | GDH-TPI inh
CCCN(CC(=O)Nc1ccccc1C)C(=O)/C=C/c1ccc(OC)c(OC)c1 | 0.3 | -2 | 0.2 | x | 0.3 | 6 | x | -2 | 22
COc1ccc(/C=C/C(=O)Nc2ccccc2C(=O)O)cc1 | -3.0 | -1 | -0.8 | -0.3 | -0.1 | -2 | 2.7 | 5 | 20
COc1cccc(Nc2nc3ccccc3nc2NS(=O)(=O)c2ccc(NC(C)=O)cc2)c1 | 6.2 | 3 | 0.8 | 12 | 7.7 | 23 | 1.0 | 3 | 16
COc1cc(C=O)ccc1OS(=O)(=O)c1ccccc1[N+](=O)[O-] | -1.8 | -3 | 0.2 | -1.5 | x | -1 | 3.3 | 1 | -6
COc1cccc(NS(=O)(=O)c2ccc3c(c2)N(C(C)=O)CCS3)c1 | -2.3 | -4 | 1.8 | -1.5 | -0.2 | 1 | 1.2 | 6 | 3
COc1cc(OC)c(CN2CCN(c3ccc(F)cc3)CC2)cc1Br | -0.1 | -7 | -0.3 | 0.0 | 0.4 | 1 | -0.3 | -10 | 18
COc1ccc(CCC(=O)Nc2ccccc2C(F)(F)F)cc1 | 0.6 | 1 | -0.2 | 1.1 | -1.3 | 5 | 0.6 | 1 | 4
COc1ccc(S(=O)(=O)NC(C)C(=O)NCc2ccncc2)cc1C (configuration not stated) | 1.5 | 1 | -0.7 | -1.2 | -2.6 | 2 | -0.2 | -2 | -4
COc1cc(C(C#N)N2CCCCC2)ccc1O (configuration not stated) | -0.6 | 0 | -0.2 | -0.4 | 4.7 | -2 | -2.7 | -5 | 34*
